MsrA act: bovine MsrA enzyme activators, primary screen, biochemical, absorbance, HTS; 0.3% of 360,000 active; purified bovine MsrA, absorbance read-out; activation, % at 10.6 µM; AID 602163, 2012; in the data active = activation above about 7.5%;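 note: 0% = vehicle and 100% = reference activator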
PABP1 MLLE inh: inhibitors of PABP1 MLLE–PAM2 peptide binding, primary screen, biochemical, fluorescence polarization, FITC-PAM2, GST-MLLE; Polyadenylate-binding protein 1 (Homo sapiens), P11940; AID 588489, 2011; 0.36% of 360,000 active; inhibition, % at 20 µM; in the data active = inhibition above about 35%, passing the limit was not always enough;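 note: plate controls were DMSO wells with GST-MLLE for no effect and wells lacking GST-MLLE protein for full effect; some results filed as inactive read as strong as hits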
MsrA inh: bovine MsrA enzyme inhibitors, primary screen, biochemical, absorbance, HTS | inhibition, % at 15.5 µM | purified bovine MsrA, absorbance read-out | 0.75% of 360,000 active | AID 651718, 2012 | Methionine sulfoxide reductase A (Bos taurus); in the data active = inhibition above about 4.5%;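 note: 0% = vehicle wells with enzyme and 100% = reference inhibitor wells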
E coli Lon inh: inhibitors of E. coli Lon protease, primary screen, biochemical, fluorescence polarization; P0A9M0; purified E. coli Lon protease; inhibition, % at 7.94 µM; 0.42% of 360,000 active; in the data active = inhibition above about 13%, passing the limit was not always enough;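 note: 0% = enzyme with probe and DMSO and 100% = no enzyme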
FAS TE block: FAS thioesterase domain inhibitors, primary screen, biochemical, fluorescence intensity, uHTS; Fatty acid synthase (Homo sapiens), P49327; 0.67% of 360,000 active; recombinant FAS-TE, OMFH fluorogenic substrate, fluorescence endpoint; AID 602261, 2012; inhibition, % at 15 µM;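 active = compounds whose normalised, plate-corrected inhibition of enzyme fluorescence in the single-dose primary screen is 50% or more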;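 note: 0% = DMSO with enzyme and 100% = substrate without enzyme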
CSN deneddyl inh: inhibitors of CSN-mediated cullin deneddylation, primary screen, biochemical, fluorescence polarization, uHTS; COP9 signalosome complex subunit 5 (Homo sapiens), Q92905; Purified CSN, SCF-Nedd8-OG deneddylation; inhibition, % at 12.5 µM; 0.38% of 360,000 active; AID 651999, 2013;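 active = pattern-corrected inhibition above about 35%, with an unprinted fluorescence ratio check between 0.5 and 1.5, limit read from the data, passing the limit was not always enough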;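 note: 0% = enzyme with substrate and 100% = substrate without enzyme; some results filed as inactive read as strong as hits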
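Test system: Human Csn5 produced in HEK293T cells | Compound: 12.5 µM single point | Times: 90 min, room temperature | Signal: Fluorescence polarization readout | Read-out basis: % inhibition of substrate cleavage by Csn5 | Controls: no-enzyme wells high, enzyme-with-substrate wells low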
Tb MetRS inh: T. brucei MetRS inhibitors, primary screen, biochemical, luminescence. purified T. brucei MetRS, ATP depletion, Kinase-Glo luminescence. methionyl-tRNA synthetase (Trypanosoma brucei brucei). 0.4% of 360,000 active. inhibition, % at 11.9 µM. AID 624268, 2012;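 active = inhibition above a per-plate cutoff of the control wells' mean inhibition plus 3 SD, cut at about 5.5% in these data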;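 note: 0% = DMSO wells median and 100% = median of wells with control inhibitor compound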
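Assay system: T. brucei methionyl-tRNA synthetase, purified | Medium: HEPES buffer with MgCl2, KCl, DTT, spermine, BSA, pyrophosphatase | Compound: 11.9 µM single point | Incubation: 15 min enzyme-compound preincubation, 2 h reaction, 10 min detection, 25 °C | Measured by: Kinase-Glo luciferase luminescence reporting remaining unconsumed ATP | Measure: % inhibition normalized to control-well medians | Replication: Singlicate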
Rin1 Abl inh: inhibitors of Rin1-Abl protein binding, primary screen, biochemical, TR-FRET; 0.4% of 360,000 active; inhibition, % at 7.35 µM; Tyrosine-protein kinase ABL1 (Homo sapiens) + Ras and Rab interactor 1 (Homo sapiens), …; in the data active = inhibition above about 5%, passing the limit was not always enough
Neddyl block: inhibitors of cullin neddylation, primary screen, biochemical, TR-FRET, uHTS, NAE and Ubc12; calls only at 25 µM; AID 651699, 2012; 0.58% of 360,000 active; NEDD8-conjugating enzyme Ubc12 (Homo sapiens) + NEDD8-activating enzyme E1 regulatory …; in the data active = inhibition above about 36%
Numbers without * were called inactive; i = inactive; nt = no result given; + = active, no number.

1. CCC(=O)N1CCc2cc(Br)cc(S(=O)(=O)N3CCCC(C(=O)O)C3)c21 (stereo not drawn)
2. COc1ccc(C(CNC(=O)c2ccc(S(=O)(=O)N(C)C)cc2)N2CCCCC2)cc1 (stereo not drawn)
3. O=C(Cn1c(=O)oc2ccccc21)NCCc1ccccc1Cl
4. Cc1ccc(C(=O)COC(=O)CCCC(=O)NC2CCCCC2)cc1[N+](=O)[O-]
5. O=c1[nH]c2ccccc2cc1CN(Cc1cccnc1)S(=O)(=O)c1ccc(Cl)cc1

Screen / compound no.	1	2	3	4	5
MsrA act	-4	-4	-3	0	-5
PABP1 MLLE inh	-2	7	-4	2	6
MsrA inh	-0.3	-0.5	0.0	0.7	1.3
E coli Lon inh	-3	-1	0	-1	7
FAS TE block	-6	1	0	13	-2
CSN deneddyl inh	1	2	2	-4	6
Tb MetRS inh	0.6	-0.4	-0.4	0.1	-0.5
Rin1 Abl inh	-1	2	4	-2	-1
Neddyl block	i	i	i	i	i

6. Cc1ccc(N2CC(C(=O)N3CCc4ccccc4C3)CC2=O)cc1 (stereo not drawn)
7. O=C(/C=C/c1ccccc1)NC(NC(=S)Nc1ccc(C(=O)O)cc1)C(Cl)(Cl)Cl (stereo not drawn)
8. CCN1C(=O)CC2(C[N+]3(C)CCC2CC3)C1=O (stereo not drawn)
9. Cc1ccc(N(C(C)C(=O)Nc2ccc(S(=O)(=O)N3CCOCC3)cc2)S(C)(=O)=O)cc1 (stereo not drawn)
10. Cc1ccc(C(NC(=O)c2cccc(S(=O)(=O)N3CCN(C)CC3)c2)c2ccccc2)cc1 (stereo not drawn)

Screen / compound no.	6	7	8	9	10
MsrA act	3	-1	-4	-10	0
PABP1 MLLE inh	1	12	-10	9	-38
MsrA inh	-0.9	-0.2	-0.1	2.1	1.1
E coli Lon inh	-2	-2	0	-1	0
FAS TE block	-6	0	-8	-5	8
CSN deneddyl inh	0	1	2	-2	0
Tb MetRS inh	-0.7	-0.4	0.8	-2.0	-0.4
Rin1 Abl inh	5	3	-1	2	-3
Neddyl block	i	i	i	i	i

11. Cc1cc(=O)n2nc(N3CCCC(C(=O)N4CCN(c5ccccc5)CC4)C3)sc2n1 (stereo not drawn)
12. CC1CCc2c(c3ccccc3[nH]c2=O)O1 (stereo not drawn)
13. C=C(C)Cn1c(N(CCO)Cc2ccccc2)nc2c1c(=O)[nH]c(=O)n2C
14. Cc1ccc2c(C(=O)CN3CCN(c4ccccc4)CC3)c(C)[nH]c2c1
15. O=C(CNC(=O)c1ccco1)OCc1cccc(Cl)c1

Screen / compound no.	11	12	13	14	15
MsrA act	-1	0	-1	-7	-1
PABP1 MLLE inh	4	-1	4	6	0
MsrA inh	0.4	0.1	1.2	0.8	-1.1
E coli Lon inh	-8	-6	-3	-16	-4
FAS TE block	-4	-3	-4	4	-4
CSN deneddyl inh	3	-2	-2	1	0
Tb MetRS inh	0.3	-0.5	-0.1	-1.3	-0.2
Rin1 Abl inh	-1	-2	-1	-1	-1
Neddyl block	i	i	i	i	i

16. Cc1ccc(NC(=O)CN(C)C(=O)COc2ccccc2-c2ccccc2)cc1
17. O=S1(=O)CC(N2CCCC2)CN1Cc1cn(Cc2cccc(Cl)c2)nn1 (stereo not drawn)
18. O=C(c1c(Cl)nc2sccn12)N(C(=O)c1c(Cl)nc2sccn12)c1ccc(Cl)cn1
19. Cc1ccc(CS(=O)(=O)CCC(=O)NCCN2CCCCC2C)cc1 (stereo not drawn)
20. CCN(CC)S(=O)(=O)c1cccc(-c2nn(-c3ccccc3)cc2/C=C(\C#N)C(=O)NCc2ccco2)c1

Screen / compound no.	16	17	18	19	20
MsrA act	-2	-2	-7	4	-4
PABP1 MLLE inh	-6	nt	9	4	-13
MsrA inh	-0.1	0.2	3.4	-0.6	0.1
E coli Lon inh	-5	-6	0	4	2
FAS TE block	9	-14	20	-7	16
CSN deneddyl inh	-2	-7	-1	0	-3
Tb MetRS inh	0.4	-0.3	-0.1	-0.5	-0.5
Rin1 Abl inh	2	nt	2	-2	-1
Neddyl block	i	i	nt	i	+

Single records (already shown). Screens in order: MsrA act, PABP1 MLLE inh, MsrA inh, E coli Lon inh, FAS TE block, CSN deneddyl inh, Tb MetRS inh, Rin1 Abl inh, Neddyl block
CCN(CC)S(=O)(=O)c1cccc(-c2nn(-c3ccccc3)cc2/C=C(\C#N)C(=O)NCc2ccco2)c1 across the screens: -4, -13, 0.1, 2, 16, -3, -0.5, -1, +
Cc1ccc(NC(=O)CN(C)C(=O)COc2ccccc2-c2ccccc2)cc1 across the screens: -2, -6, -0.1, -5, 9, -2, 0.4, 2, i

The listing picks up, starting 3 compounds before the break.
18. O=C(c1c(Cl)nc2sccn12)N(C(=O)c1c(Cl)nc2sccn12)c1ccc(Cl)cn1
19. Cc1ccc(CS(=O)(=O)CCC(=O)NCCN2CCCCC2C)cc1 (stereo not drawn)
20. CCN(CC)S(=O)(=O)c1cccc(-c2nn(-c3ccccc3)cc2/C=C(\C#N)C(=O)NCc2ccco2)c1
21. N#CCc1cc2ccc3cccc4ccc(c1)c2c34
22. CC(C)(C)CN1C(N)=NC[C@H]1Cc1ccc(O)cc1
23. CCOC(=O)N1CCC(N2CCN(S(=O)(=O)c3ccc(Cl)cc3)CC2)CC1
24. C/C(=N/NC(=O)CNC(=O)c1cccnc1)c1ccccc1
25. O=C(O)c1cccc(NS(=O)(=O)/C=C/c2ccccc2)c1

Screen / compound no.	18	19	20	21	22	23	24	25
MsrA act	-7	4	-4	-7	1	1	0	-3
PABP1 MLLE inh	9	4	-13	3	-18	-4	9	0
MsrA inh	3.4	-0.6	0.1	-0.2	-2.2	-1.6	-1.5	-0.8
E coli Lon inh	0	4	2	7	2	11	-11	-2
FAS TE block	20	-7	16	26	-12	-4	-4	-7
CSN deneddyl inh	-1	0	-3	-4	3	-1	3	-4
Tb MetRS inh	-0.1	-0.5	-0.5	0.3	-0.1	-0.1	-0.7	0.5
Rin1 Abl inh	2	-2	-1	0	-2	0	-1	0
Neddyl block	nt	i	+	nt	i	i	i	i

26. CC(C)(C)C(=O)N1CCN(c2ccc(NC(=O)c3ccc4c(c3)OCCO4)cc2)CC1
27. O=S(=O)(c1ccc(Cl)nc1)N1CCCC1
28. CC1(C)CC(=O)C2=C(C1)NC(=O)NC2c1ccccc1Cl (stereo not drawn)
29. CC(=O)Nc1ccc(-c2ccnc3c2CC(C(=O)NCc2ccco2)O3)cc1 (stereo not drawn)
30. Cc1c(C(=O)O)oc2ccc(S(=O)(=O)N3CC(C)CC(C)C3)cc12 (stereo not drawn)

Screen / compound no.	26	27	28	29	30
MsrA act	-6	-2	-11	-1	0
PABP1 MLLE inh	-8	-1	4	-2	-3
MsrA inh	-0.6	0.8	-1.0	-0.9	-0.7
E coli Lon inh	8	-15	9	-18	2
FAS TE block	2	-10	-2	-8	1
CSN deneddyl inh	-1	-4	-3	2	0
Tb MetRS inh	-1.5	-0.1	-0.6	-0.2	-0.2
Rin1 Abl inh	2	2	-1	0	-3
Neddyl block	i	i	i	i	i

31. N#Cc1ccc(NC(=O)CN2C(=O)NC3(CCCC3)C2=O)cc1
32. CCN(CC(=O)NCc1ccc(Cl)cc1)C(=O)c1ccc2cc(OC)ccc2c1
33. O=C(O)CSCC(=O)NC1CCCc2ccccc21 (stereo not drawn)
34. CCOc1ccc(NC(=O)c2cccnc2SC)cc1
35. C[C@@H]1CN([C@H](C)CO)C(=O)CCCn2nncc2CO[C@H]1CN(C)Cc1ccncc1

Screen / compound no.	31	32	33	34	35
MsrA act	-5	-2	-2	-13	-3
PABP1 MLLE inh	4	1	1	11	5
MsrA inh	-0.8	-1.2	0.7	0.8	0.1
E coli Lon inh	6	-7	2	-2	0
FAS TE block	-5	6	-1	-8	-5
CSN deneddyl inh	-5	-1	2	-8	3
Tb MetRS inh	-0.5	-0.1	-0.4	-0.8	-0.8
Rin1 Abl inh	3	1	-1	0	1
Neddyl block	i	i	i	i	i

36. CCC(C)N(C(=O)COC(=O)CCc1c[nH]c2ccccc12)C1CCS(=O)(=O)C1 (stereo not drawn)
37. Cc1ccc(CNC(=O)c2cc(-c3ccccc3)nn2CC2CC(c3cccc([N+](=O)[O-])c3)=NO2)cc1 (stereo not drawn)
38. COc1ccc(C2(C)NC(=O)N(CC(=O)N3CCc4ccccc43)C2=O)cc1OC (stereo not drawn)
39. COC(=O)C(C)NC(=O)COc1ccc2ccccc2c1 (stereo not drawn)
40. Cc1cc(C(C)(C)C)cc(S(=O)(=O)Nc2ccc(O)c(C(=O)O)c2)c1C

Screen / compound no.	36	37	38	39	40
MsrA act	0	-4	-2	-2	-2
PABP1 MLLE inh	-6	-12	0	5	-9
MsrA inh	3.9	1.6	-0.9	0.8	0.2
E coli Lon inh	5	-2	2	15	-1
FAS TE block	-3	36	-9	-6	0
CSN deneddyl inh	1	-1	-4	-1	5
Tb MetRS inh	-1.1	-0.4	-0.1	0.2	0.1
Rin1 Abl inh	2	6	4	-1	-1
Neddyl block	i	i	i	i	i

41. COc1ccccc1NC(=O)Cc1ccsc1
42. CC1(C)CN(C(=S)Nc2ccc(F)cc2F)C1=O
43. CCO[C@@H]1OC(C(=O)N2CCN(C)CC2)=C[C@H](c2ccc(C(F)(F)F)cc2)[C@H]1CCCO
44. CN1OC[C@@H]2CN[C@H](c3ccc(-c4ccccc4)cc3)C[C@@H]21
45. CNc1cncc(-c2ccc(S(C)(=O)=O)cc2)n1
46. O=[N+]([O-])c1ccc(NN=C(c2ccccc2)c2ccccc2)nc1
47. CC(C)(C)OC(=O)C[C@H]1C/C=C\C[C@@H](CC(=O)N[C@@H](CO)Cc2ccccc2)C(=O)NC[C@H](c2ccccc2)OC1=O

Screen / compound no.	41	42	43	44	45	46	47
MsrA act	-3	-3	-5	-7	-4	-1	0
PABP1 MLLE inh	-43	-47	12	15	3	5	0
MsrA inh	-0.2	0.9	-1.0	0.8	1.9	0.5	0.1
E coli Lon inh	-12	-1	6	-2	-26	-20	1
FAS TE block	-6	-3	-12	-6	-7	16	-2
CSN deneddyl inh	0	-1	-1	-2	1	7	-2
Tb MetRS inh	0.2	-1.0	-0.3	-2.4	-0.2	-0.4	0.3
Rin1 Abl inh	3	2	1	0	-5	3	2
Neddyl block	i	i	i	i	nt	i	i
